High-throughput results deposited in PubChem BioAssay by several laboratories.
sEH activator: soluble epoxide hydrolase activators, primary screen, biochemical, human sEH; Bifunctional epoxide hydrolase 2 (Homo sapiens), P34913; purified human sEH enzymatic activity, activator screen; activation, % at 2 µM; 0.04% of 91,000 active; AID 717, 2007; in the data active = activation above about 37%; note: values of inactives mirror those of a sister screen read the other way
Mac1 fbg inh: inhibitors of CD11b/CD18 adhesion to fibrinogen, primary screen, K562 cells, luminescence. Integrin beta-2 (Homo sapiens) + Integrin alpha-M (Homo sapiens), P05107+P11215. ATPlite luminescence; Mn2+ added to activate the integrin. inhibition, % at 10 µM. 0.54% of 93,000 active. AID 1497, 2009;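 active = primary inhibition of 50% or more at 10 µM, then 40% or more on retest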; note: some results filed as inactive read as strong as hits
Target sequence (P05107 whole entry, looked up, other chains not shown): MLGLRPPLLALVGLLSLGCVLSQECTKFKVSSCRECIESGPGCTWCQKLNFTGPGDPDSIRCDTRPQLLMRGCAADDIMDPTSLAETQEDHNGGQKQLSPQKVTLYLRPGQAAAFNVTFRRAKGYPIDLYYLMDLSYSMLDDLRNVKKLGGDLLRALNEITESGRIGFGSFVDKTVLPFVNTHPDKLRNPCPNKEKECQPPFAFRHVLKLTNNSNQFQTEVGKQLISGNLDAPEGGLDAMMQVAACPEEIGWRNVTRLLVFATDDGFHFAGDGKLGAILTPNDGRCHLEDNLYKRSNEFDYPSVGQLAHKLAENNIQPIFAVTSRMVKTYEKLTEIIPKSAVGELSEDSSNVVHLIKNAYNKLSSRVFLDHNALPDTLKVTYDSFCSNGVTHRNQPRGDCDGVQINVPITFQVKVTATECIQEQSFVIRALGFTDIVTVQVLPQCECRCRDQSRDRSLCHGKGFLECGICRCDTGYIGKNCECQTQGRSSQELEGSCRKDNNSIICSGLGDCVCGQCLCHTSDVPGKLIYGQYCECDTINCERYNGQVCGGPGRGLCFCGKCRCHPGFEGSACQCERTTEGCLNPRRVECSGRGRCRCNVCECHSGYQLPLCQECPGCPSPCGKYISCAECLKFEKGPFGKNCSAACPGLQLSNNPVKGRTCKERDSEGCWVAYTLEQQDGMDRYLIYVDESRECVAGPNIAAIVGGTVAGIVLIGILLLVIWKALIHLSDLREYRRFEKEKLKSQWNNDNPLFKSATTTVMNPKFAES
S1P2 blocker: human S1P2 receptor antagonists, primary screen, cell-based | Sphingosine 1-phosphate receptor 2 (Homo sapiens), O95136 | cell-based S1P2 antagonist assay, inhibition at 5 uM | inhibition, % at 5 µM | 0.21% of 97,000 active | AID 736, 2007; in the data active = inhibition above about 45%;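 note: CRE beta-lactamase reporter cells expressing human S1P2 stimulated with S1P; 0% = agonist at EC80 alone and 100% = agonist plus reference antagonist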
PostGolgi ctrl: growth inhibition of yeast control strain, primary screen, counter-screen for post-Golgi transport modulator project; efflux-deficient yeast background strain, growth absorbance A615, 16 h; inhibition, % at 10 µM; AID 738, 2007; 5% of 98,000 active
sEH inh: soluble epoxide hydrolase inhibitors, primary screen, biochemical, human sEH. Bifunctional epoxide hydrolase 2 (Homo sapiens), P34913. AID 707, 2007. inhibition, % at 2 µM. 0.34% of 91,000 active. recombinant human sEH enzymatic activity assay; in the data active = inhibition above about 80%; note: values of inactives mirror those of a sister screen read the other way; many of its hits are not listed in these tables
PostGolgi yeast: phenotypic screen on post-Golgi transport, primary screen | post-Golgi transport phenotypic cell assay | inhibition, % at 10 µM | 0.9% of 98,000 active | AID 739, 2007;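 note: yeast cells grown in 1536-well plates; yeast grown about 18 h at 30C before absorbance read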
Ecoli WT expand: growth inhibitors of wild-type E. coli, primary screen, strain BW25113, expanded library, OD600; OD600 absorbance; growth inhibition, % at 100 µM; 0.15% of 98,000 active; AID 710, 2007;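 active = growth inhibition above about 50% at one test dose, limit read from the data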;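 note: growth measured after 20 h incubation at 37 °C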
PLAP act: PLAP enzyme activators, biochemical, luminescence, HTS | activation fold at 20 µM | 1.2% of 96,000 active | purified PLAP enzyme, luminescent substrate read-out; hits give high values | Alkaline phosphatase, placental type (Homo sapiens), P05187; in the data active = activation fold above about 2
S1P2 ag: S1P2 receptor agonists, primary screen, cell-based; 0.46% of 97,000 active; AID 729, 2007; activation, % at 4.5 µM; S1P2-expressing cell line, agonist reporter read-out; Sphingosine 1-phosphate receptor 2 (Homo sapiens), O95136; in the data active = activation above about 16%;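 note: 0% = vehicle low control and 100% = maximal reference agonist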
* marks the source's active call; other numbers are inactive results; · = not tested or not shown. Cut-off read from the data, not from the text of the source, unless noted: active = inhibition above about 30%; inactive = the rest.

Sample of the layout, two compounds:
(1) COc1cc(C(C(=O)NC(C)(C)C)N(Cc2ccc3c(c2)OCO3)C(=O)c2cnccn2)cc(OC)c1OC (stereo not drawn)
(2) CCCCn1c(NCCO)nc2ccccc21

compound no.	1	2
sEH activator	6.0	2.7
Mac1 fbg inh	0.4	·
S1P2 blocker	-16.8	13.9
PostGolgi ctrl	-2.7	-9.5
sEH inh	-5.8	-2.7
PostGolgi yeast	9.3	-0.8
Ecoli WT expand	-5.0	11.0
PLAP act	1.4	·
S1P2 ag	-3.2	-4.5

All compounds of this part, from the first entry:
(1) COc1cc(C(C(=O)NC(C)(C)C)N(Cc2ccc3c(c2)OCO3)C(=O)c2cnccn2)cc(OC)c1OC (stereo not drawn)
(2) CCCCn1c(NCCO)nc2ccccc21
(3) CCOc1ccccc1C1NC(=O)NC(C)=C1C(=O)OCc1ccco1 (stereo not drawn)
(4) O=C(CN1C(=O)CSC1=O)Nc1ccc(N2CCOCC2)cc1
(5) O=C1CC(c2ccccc2)Sc2ccccc2N1 (stereo not drawn)
(6) CCCC(=O)NC(C)c1nc2ccccc2[nH]1 (stereo not drawn)
(7) Cc1cccc(N2CCN(C(=O)c3ccc(N4CCCC4=O)cc3)CC2C)c1 (stereo not drawn)
(8) CCOC(=O)Nc1sc(NS(=O)(=O)c2ccc(C)cc2)nc1C

compound no.	1	2	3	4	5	6	7	8
sEH activator	6.0	2.7	-4.3	6.5	-4.1	-6.4	·	2.8
Mac1 fbg inh	0.4	·	-8.8	-7.9	0.1	17.5	·	-2.4
S1P2 blocker	-16.8	13.9	6.9	2.1	-0.1	-17.9	17.7	-3.8
PostGolgi ctrl	-2.7	-9.5	3.8	6.1	5.0	11.0	4.0	10.7
sEH inh	-5.8	-2.7	1.9	-5.8	5.4	8.5	·	-3.8
PostGolgi yeast	9.3	-0.8	2.6	-10.6	1.3	-2.6	-6.6	-0.5
Ecoli WT expand	-5.0	11.0	1.0	-5.0	3.0	6.0	6.0	1.0
PLAP act	1.4	·	1.3	1	0.8	1	1	1.2
S1P2 ag	-3.2	-4.5	-6.4	-4.0	-4.3	-3.2	-4.6	-0.4

(9) Cc1cccc(C(=O)O/N=C/c2c(N3CCOCC3)n(C)c3ccccc23)c1
(10) O=C(N/N=C/c1ccc(OCC(=O)N2CCCCC2)cc1)c1ccccc1
(11) COc1ccc2[nH]cc(C(O)CN3CCN(c4ccccc4)CC3)c2c1 (stereo not drawn)
(12) O=C1CCc2cc(S(=O)(=O)N3CCC(C(=O)NC4CCCc5ccccc54)CC3)ccc2N1 (stereo not drawn)
(13) O=C(CSc1nc2ccccc2o1)N1CCN(C(=O)c2ccco2)CC1
(14) COc1ccc(CNC(=O)Cc2nn(C)c(=O)c3ccccc23)cc1
(15) CCOC(=O)N1CCC(N2CC34C=CC(O3)C(C(=O)Nc3ccc(OCC)cc3)C4C2=O)CC1 (stereo not drawn)
(16) c1csc(-n2nc3ccccc3n2)c1

compound no.	9	10	11	12	13	14	15	16
sEH activator	9.0	-20.2	-6.5	-19.3	4.2	11.5	-4.2	3.2
Mac1 fbg inh	-6.2	4.1	7.1	-20.0	-21.6	·	0.2	-7.0
S1P2 blocker	5.1	-8.2	8.6	14.4	5.6	21.4	13.8	25.6
PostGolgi ctrl	19.1	2.6	-0.1	7.4	8.7	3.9	9.3	-4.7
sEH inh	-6.3	22.0	6.2	18.3	-8.8	-10.9	5.8	-5.5
PostGolgi yeast	8.9	-4.5	-8.2	-0.8	-4.7	8.9	-0.7	-5.5
Ecoli WT expand	8.0	-3.0	6.0	-2.0	4.0	-5.0	2.0	12.0
PLAP act	1	1	1.2	1.1	1.2	0.9	1.4	1
S1P2 ag	-4.9	-1.8	-2.1	-4.1	-0.5	-2.0	-2.1	-2.5

(17) O=C(O)c1nn(-c2ccccc2)ccc1=O
(18) CC1=C(C#N)C(=O)N(C)C(C)(C)C1
(19) CCN1CC=C2C(C#N)=C(N)C(C#N)(C#N)C(c3cc(Cl)ccc3Cl)C2C1 (stereo not drawn)
(20) Cc1ccc(C2C(C#N)=C(N)Oc3n[nH]c(C)c32)cc1 (stereo not drawn)
(21) O=S1(=O)c2cccc3cccc(c23)N1Cc1ccc(-c2nnco2)cc1
(22) CC(=O)NC(CCS(C)(=O)=O)C(=O)Nc1c(C)cccc1C (stereo not drawn)
(23) COc1ccc(-c2ccc(OC)cc2C(=O)O)cc1
(24) CC(C)C(=O)NC(Nc1ccccc1F)C(Cl)(Cl)Cl (stereo not drawn)

compound no.	17	18	19	20	21	22	23	24
sEH activator	-0.1	15.1	4.1	-2.1	5.6	·	8.4	-1.6
Mac1 fbg inh	-15.2	-1.8	5.8	-13.2	32.8	3.2	-3.5	·
S1P2 blocker	10.1	-9.4	-10.3	19.9	16.4	·	12.3	-3.2
PostGolgi ctrl	0.3	11.4	0.1	-3.0	25.6	2.9	11.5	3.7
sEH inh	0.8	-17.3	-6.4	3.7	-4.8	·	-4.9	-0.2
PostGolgi yeast	3.7	10.0	0.2	-0.8	0.9	-17.7	6.2	5.0
Ecoli WT expand	1.0	7.0	5.0	-4.0	-4.0	2.0	-10.0	5.0
PLAP act	1	1	1.4	1.3	1.1	1.1	1.1	0.9
S1P2 ag	-3.8	-5.7	14.7	-10.2	-9.5	·	-4.8	-4.4

(25) Cc1cc(NS(=O)(=O)Cc2ccccc2)no1
(26) O=C(c1ccccc1)C1CCc2occc2C1=O (stereo not drawn)
(27) Cc1ccc2c(c1)c1c(n2CC(O)Cn2nc(C)c(Br)c2C)CCCC1 (stereo not drawn)
(28) CCc1c(C)nc(N)n2c(SCC(=O)N3CCCC(C)C3)nnc12 (stereo not drawn)
(29) Cc1cc(N/C=C\C(=O)c2ccc(Cl)c(Cl)c2)no1
(30) CCCCSc1nnc(-c2ccc(C)cc2)n1C
(31) CCCCCNC(=O)CCCCn1c(=O)[nH]c2cc(OCC)c(OCC)cc2c1=O
(32) Nc1nc(SCc2ccc(Cl)cc2)[nH]c(=O)c1-c1ccccc1

compound no.	25	26	27	28	29	30	31	32
sEH activator	-3.4	12.3	10.0	2.8	-4.6	4.1	-22.2	-62.9
Mac1 fbg inh	-10.3	-2.9	16.2	3.1	-17.0	5.1	-12.3	·
S1P2 blocker	-10.8	-3.1	-17.3	12.9	12.6	11.1	16.9	-7.9
PostGolgi ctrl	13.5	-7.5	19.8	-1.2	0.9	-2.8	15.4	·
sEH inh	6.2	-12.8	-13.2	-1.3	3.1	-0.6	23.1	63.5
PostGolgi yeast	-2.0	-2.6	0.3	-2.2	-4.7	2.5	5.8	·
Ecoli WT expand	2.0	5.0	-10.0	-2.0	-8.0	-1.0	0.0	·
PLAP act	1	0.7	1.7	1.1	1.1	1.1	0.9	·
S1P2 ag	-2.1	-3.9	-2.6	-7.4	-1.4	-7.9	-0.2	-5.7

(33) COc1cc(C2SCC(=O)N2c2nnc(C34CC5CC(CC(C5)C3)C4)s2)cc(OC)c1OC (stereo not drawn)
(34) Cn1nccc1C(=O)Nn1cnnc1
(35) CC1CCN(S(=O)(=O)c2ccc(NC(=O)c3cccs3)cc2)CC1
(36) CCCc1cc(C(=O)Nc2sc(C(C)=O)c(C)c2C(=O)OCC)no1
(37) CCOc1ccc(C(=O)Nc2cnn(Cc3ccc(Cl)c(Cl)c3)c2)cc1
(38) COC(=O)c1cccnc1NC(=S)NNC(=O)c1ccccc1
(39) Cc1ccc(NC(=O)CCNS(=O)(=O)c2ccc3c(c2)oc(=O)n3C)cc1
(40) CN(CC(=O)N1CCCCC1)S(=O)(=O)c1cccc2cccnc12

compound no.	33	34	35	36	37	38	39	40
sEH activator	-3.3	·	·	4.9	11.8	3.8	7.2	·
Mac1 fbg inh	10.4	8.1	25.7	11.4	·	-10.3	10.5	-16.2
S1P2 blocker	-21.8	7.4	·	-5.9	12.2	-4.4	11.7	·
PostGolgi ctrl	13.8	5.5	25.5	-4.8	4.9	-4.1	9.7	-1.6
sEH inh	6.4	·	·	-5.2	-13.2	-5.2	-5.8	·
PostGolgi yeast	6.8	8.4	-4.6	-2.5	8.3	-9.4	-2.9	3.0
Ecoli WT expand	-9.0	3.0	-7.0	1.0	1.0	-7.0	-7.0	6.0
PLAP act	1.7	0.9	1	1.2	0.7	0.9	0.9	1.1
S1P2 ag	-9.2	-5.6	·	-3.1	-4.4	-3.2	-7.3	·

(41) O=C(CSc1ccc2nnc(-c3ccccc3)n2n1)NCC1CCCO1 (stereo not drawn)
(42) C/C(Cn1cnc([N+](=O)[O-])n1)=N\NC(=O)c1ccccc1F
(43) COc1ccccc1N1CCN(C(=O)c2ccc(C(C)(C)C)cc2)CC1
(44) c1ccc(N2CCN(c3cnccn3)CC2)nc1
(45) CCCN1C(=O)c2cc(C(=O)NCc3ccc(OC)cc3)ccc2C1O (stereo not drawn)
(46) COc1ccc(C2N3CC4(C)CN2CC(C)(C3)C4O)cc1 (stereo not drawn)
(47) CCOC(=O)N1CCC(Nc2nc3ccccc3n3nnnc23)CC1
(48) Nc1ccc(-c2nc3ccc(-c4nc5ccccc5o4)cc3[nH]2)cc1

compound no.	41	42	43	44	45	46	47	48
sEH activator	-2.7	-1.8	-4.6	·	-49.8	2.7	·	-3.1
Mac1 fbg inh	·	·	-5.5	-1.7	5.0	6.3	-15.3	17.5
S1P2 blocker	-0.7	4.2	11.6	-2.7	-10.0	10.2	·	-14.9
PostGolgi ctrl	6.9	·	35.7*	0.7	-4.9	-4.6	14.7	4.2
sEH inh	3.8	4.1	9.3	·	49.3	-3.0	·	1.9
PostGolgi yeast	6.5	·	-2.0	7.2	10.7	10.5	-2.5	-8.9
Ecoli WT expand	-7.0	·	-4.0	12.0	8.0	7.0	-2.0	-6.0
PLAP act	·	·	1.5	0.8	1.1	1	1	1.1
S1P2 ag	-5.9	1.8	-7.0	-1.1	-2.3	-5.6	·	1.2

(49) N#Cc1c(N)sc(=S)c2c1CCCCC2
(50) CC(C)C(c1nnnn1Cc1ccc(F)cc1)N1CCN(Cc2ccc3c(c2)OCO3)CC1 (stereo not drawn)
(51) CC(=O)C(=Nc1ccc(Cl)cc1Cl)NNc1cccc(Cl)c1
(52) CCNC1=C(Cl)C(=O)c2ccccc2C1=O
(53) COc1ccccc1S(=O)(=O)Cc1ccc(C(=O)N2CCN(c3cccc(Cl)c3)CC2)o1

compound no.	49	50	51	52	53
sEH activator	19.4	18.2	3.7	-1.4	-8.1
Mac1 fbg inh	-43.0	-2.4	26.7	-11.5	28.5
S1P2 blocker	-8.6	11.7	-3.1	3.3	-3.7
PostGolgi ctrl	2.3	23.3	3.5	14.8	9.1
sEH inh	-19.4	-13.6	-4.2	-1.0	9.9
PostGolgi yeast	0.8	-4.3	4.7	10.4	-3.5
Ecoli WT expand	17.0	4.0	-6.0	21.0	-4.0
PLAP act	1.1	1.5	0.7	0.8	1.7
S1P2 ag	-4.0	-3.8	-3.9	-5.0	-9.2

3 entries from above, arranged by the value under sEH inh, largest number first.
#	canonical_smiles	sEH inh
53	COc1ccccc1S(=O)(=O)Cc1ccc(C(=O)N2CCN(c3cccc(Cl)c3)CC2)o1	9.9
52	CCNC1=C(Cl)C(=O)c2ccccc2C1=O	-1.0
51	CC(=O)C(=Nc1ccc(Cl)cc1Cl)NNc1cccc(Cl)c1	-4.2
